Anthrax LF inh2 – blocks Bacillus anthracis lethal factor protease. AID 588501. 360,000 compounds, 0.12% hits. inhibition, % at 10 µM. multiplex microsphere protease cleavage assay, LF. P15917; in the data active = inhibition above about 30%; inconclusive = no clear call, values can overlap the other calls; note: plate controls were buffer without enzyme for full effect and enzyme alone for no effect
PriA SSB inh – inhibitors of Klebsiella pneumoniae PriA binding to SSB C-terminal tail; AlphaScreen SSBct-PriA binding, biotinylated peptide; inhibition, % at 33 µM; 430,000 compounds, 0.6% hits; AID 1272365; in the data active = inhibition mostly above about 37%, no sharp cut-off; inactive = mostly below about 20%;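 note: plate controls were negative control peptide for no effect and reference peptide for full effect; strong numbers were not always called active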
Rv3671c inh – Rv3671c (M. tuberculosis) protease inhibition; inhibition, % at 5.96 µM; 320,000 compounds, 0.048% hits; AID 2606; P9WHR9; in the data active = inhibition above about 38%;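 note: extracellular domain of Rv3671c used as enzyme; 0% = enzyme with DMSO and 100% = no enzyme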
Target sequence (P9WHR9 whole entry, looked up, the tested form may be a part): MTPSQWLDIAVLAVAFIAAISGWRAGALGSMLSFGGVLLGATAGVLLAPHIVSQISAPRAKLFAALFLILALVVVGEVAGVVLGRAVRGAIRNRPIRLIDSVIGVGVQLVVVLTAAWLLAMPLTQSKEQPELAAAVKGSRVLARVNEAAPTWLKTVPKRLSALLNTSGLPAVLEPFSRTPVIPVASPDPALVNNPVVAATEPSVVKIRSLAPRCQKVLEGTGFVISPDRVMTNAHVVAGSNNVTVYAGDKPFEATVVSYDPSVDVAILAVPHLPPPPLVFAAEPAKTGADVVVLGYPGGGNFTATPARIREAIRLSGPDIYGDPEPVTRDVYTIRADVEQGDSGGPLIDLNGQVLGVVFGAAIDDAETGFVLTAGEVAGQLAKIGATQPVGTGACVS
PfHsp40 rescue – restores yeast growth despite PfHsp40 toxicity; S. cerevisiae expressing PfHsp40, growth rescue, ATP luminescence; growth rescue, % at 12.5 µM; 340,000 compounds, 0.68% hits; AID 504582; in the data active = growth rescue above about 28%, passing the limit was not always enough; inconclusive = no clear call, values can overlap the other calls;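 note: yeast W303a lacking pdr1 and pdr3 grown in galactose medium; growth measured after three days at 30 °C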
TcdB GH inh – blocks C. difficile toxin B glycohydrolase activity | 350,000 compounds, 0.24% hits | TcdB glycohydrolase enzymatic assay, plate reader | P18177 | inhibition, % at 9.99 µM; in the data active = inhibition above about 10%
VHR inh abs – blocks human VHR1 dual specificity phosphatase. P51452. recombinant VHR phosphatase, pNPP absorbance. 290,000 compounds, 0.52% hits. inhibition, % at 13.3 µM; in the data active = inhibition above about 50%; note: some compounds called inactive have numbers as strong as hits
Target sequence (P51452 whole entry, looked up): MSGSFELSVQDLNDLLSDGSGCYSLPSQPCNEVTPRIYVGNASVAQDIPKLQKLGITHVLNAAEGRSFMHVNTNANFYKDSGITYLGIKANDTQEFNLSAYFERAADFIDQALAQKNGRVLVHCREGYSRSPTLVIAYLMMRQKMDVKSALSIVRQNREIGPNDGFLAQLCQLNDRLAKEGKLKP
Y pestis TopoI – Y. pestis Topo-I inhibition via cleavage products | Y. pestis Topo-I cleavage product accumulation, plate reader | activity, % at 10 µM | 360,000 compounds, 0.064% hits | AID 504884; in the data active = activity above about 50%, passing the limit was not always enough; inconclusive = no clear call, values can overlap the other calls; note: inactives centre near 2
Vc quorum ag – induces V. cholerae light production without autoinducers. V. cholerae BH1578 lux reporter, luminescence, 6 h. activation, % at 18.7 µM. 350,000 compounds, 0.16% hits. AID 588436; in the data active = activation mostly above about 9.7%, no sharp cut-off; inconclusive = no clear call, values can overlap the other calls; inactive = mostly below about 3.7%; note: not every result past the cut was called active; inactives centre near 0; reference of the scale not given here
3CLpro inhibitor – SARS-CoV 3CLpro protease inhibition. P0C6X7. recombinant SARS-CoV 3CLpro, quenched FRET peptide cleavage. inhibition, % at 6 µM. 290,000 compounds, 0.14% hits; in the data active = inhibition above about 12%
MazF activator – activators of E. coli MazEF toxin-antitoxin RNase | P0AE70 | FAM/BHQ RNA-DNA oligo cleavage fluorescence, 5 h | activation, % at 20 µM | 350,000 compounds, 0.32% hits | AID 504720; in the data active = activation above about 50%
Target sequence (P0AE70 whole entry, looked up): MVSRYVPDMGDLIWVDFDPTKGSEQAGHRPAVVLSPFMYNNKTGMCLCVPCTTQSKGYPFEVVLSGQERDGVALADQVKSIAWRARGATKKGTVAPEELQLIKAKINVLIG
Active calls of the source: *; i = inactive; ? = inconclusive; . = no result given.

SMILES | Anthrax LF inh2 | PriA SSB inh | Rv3671c inh | PfHsp40 rescue | TcdB GH inh | VHR inh abs | Y pestis TopoI | Vc quorum ag | 3CLpro inhibitor | MazF activator
CCOc1ccc(C(=O)NC2CCN(S(=O)(=O)c3ccccc3)CC2)cc1 | 0 | -8 | 0 | 0.3 | 1.3 | 21 | -2 | -0.4 | 3 | -11
O=C(CCn1nc(-c2ccc(Cl)cc2)c2ccccc2c1=O)NCC1CCCO1 (stereo unspecified) | 5 | -10 | 2 | 1.0 | . | 31 | 21 | -3.9 | 4 | 4
Cc1cc2n(n1)C(c1ccco1)Nc1ccccc1-2 (stereo unspecified) | -6 | -20 | 1 | 0.8 | . | 25 | 4 | -0.7 | 5 | -2
CCCCn1nnc(N(C(=O)c2cccs2)C(=O)c2cccs2)n1 | -2 | -10 | . | 0.2 | 0.4 | 15 | 6 | -0.3 | 2 | -9
CC(C)(C)c1csc(NC(=O)c2ccccc2O)n1 | -9 | -10 | -9 | ? | 0.7 | -7 | -3 | i | 7 | 6
O=C(Nc1ccc(F)cc1)NC1(C(=O)NCc2ccc3c(c2)OCO3)CCCCC1 | -3 | -10 | -3 | 1.1 | . | 16 | 1 | -1.6 | -1 | 10
NC(=O)c1ccsc1NC(=O)COC(=O)CCOc1ccccc1 | 5 | -6 | -7 | -1.4 | 0.2 | 23 | -9 | i | 5 | 5
COc1cc2c(cc1OC)CN(C(=S)Nc1ccccc1)CC2 | 1 | 5 | -10 | 0.2 | . | 37 | -7 | -15 | 7 | 4
Cc1nn(CC(=O)N2CCN(Cc3ccccc3)CC2)c(=O)c2ccccc12 | -8 | 17 | -1 | 0.0 | . | -6 | 2 | -0.3 | -1 | 2
CCOC(=O)CC(=O)CSc1nc2c(cc1C#N)CCCCCC2 | 1 | -25 | -5 | 4.0 | . | 25 | -5 | -0.3 | . | -2
CC(C)N1CC(C(=O)Nc2ccc(S(=O)(=O)N3CCCCC3)cc2)CC1=O (stereo unspecified) | -4 | -5 | 0 | 0.5 | -0.5 | 36 | 1 | -0.4 | -7 | 1
CCOC(=O)N/N=C(/c1ccccc1)C1CCCCC1 | -7 | . | -4 | -2.0 | 0.1 | -6 | 12 | -0.5 | 3 | 7
O=C(CN1C(=O)NC2(CCCC2)C1=O)Nc1cccc(Cl)c1 | -2 | -4 | -6 | -1.6 | 0.2 | 34 | -8 | -0.4 | -13 | -19
CC(=O)NNc1nc(-c2ccccc2)cs1 | 0 | -2 | -3 | -0.9 | 1.2 | 22 | -5 | i | 1 | 6
COc1ccc(C2C(C(=O)N3CCCCC3)CCC(=O)N2c2cc(OC)c(OC)c(OC)c2)cc1 (stereo unspecified) | -6 | -13 | -6 | -0.2 | . | 4 | 1 | 0.3 | -4 | 4
Cc1csc(NC(=O)CSc2nnc(C)n2Cc2ccco2)n1 | -2 | -13 | 3 | -0.7 | . | 7 | 8 | i | 2 | 0
C/C(=N/NC(=O)c1sc(NS(=O)(=O)c2ccccc2)nc1C)c1ccc(F)cc1 | -2 | . | 2 | 1.4 | -3.2 | 17 | 9 | i | -4 | 3
CN(C)c1ccc(-c2noc(C3CCN(S(=O)(=O)c4cccc(Cl)c4)CC3)n2)cc1 | -6 | -1 | 4 | -1.0 | . | -10 | 1 | i | 2 | -3
CC1(C(=O)NC2CCN(Cc3ccccc3)CC2)CCN1Cc1ccc(OC(F)(F)F)cc1 (stereo unspecified) | 0 | . | . | . | 1.6 | . | 25 | -0.2 | . | .
O=C1C2(CCC13COC(c1ccc(O)cc1)OC3)COC(c1ccc(O)cc1)OC2 (stereo unspecified) | -5 | 5 | -3 | -0.5 | . | 0 | -1 | 0.0 | 1 | 2

3 structures already listed, sorted by length of the SMILES, smallest number first.
SMILES | Anthrax LF inh2 | PriA SSB inh | Rv3671c inh | PfHsp40 rescue | TcdB GH inh | VHR inh abs | Y pestis TopoI | Vc quorum ag | 3CLpro inhibitor | MazF activator
CCCCn1nnc(N(C(=O)c2cccs2)C(=O)c2cccs2)n1 | -2 | -10 | . | 0.2 | 0.4 | 15 | 6 | -0.3 | 2 | -9
O=C(Nc1ccc(F)cc1)NC1(C(=O)NCc2ccc3c(c2)OCO3)CCCCC1 | -3 | -10 | -3 | 1.1 | . | 16 | 1 | -1.6 | -1 | 10
C/C(=N/NC(=O)c1sc(NS(=O)(=O)c2ccccc2)nc1C)c1ccc(F)cc1 | -2 | . | 2 | 1.4 | -3.2 | 17 | 9 | i | -4 | 3

Next part
SMILES | Anthrax LF inh2 | PriA SSB inh | Rv3671c inh | PfHsp40 rescue | TcdB GH inh | VHR inh abs | Y pestis TopoI | Vc quorum ag | 3CLpro inhibitor | MazF activator
COc1ccc(Cl)cc1NC(=O)CN(C)C(=O)C1CC(=O)N(Cc2ccc(C)cc2)C1 (stereo unspecified) | 0 | 3 | -1 | -0.6 | -3.0 | . | 23 | -2.8 | . | 1
CC(C)c1ccc(/C=N/NC(=O)c2ccccc2Cl)cc1 | -5 | . | -7 | 3.7 | 0.5 | -11 | -3 | -0.2 | -1 | 1
Cc1ccc(S(=O)(=O)N2C[C@H]3[C@H]4C(=O)N(c5ccccc5)C(=O)[C@H]4C[C@H](OC(=O)NCc4ccccc4F)[C@@]3(O)C2)cc1 | -1 | . | . | . | 1.0 | . | 8 | -0.4 | . | 1
O=C(Nc1ccc(C(=O)N2CCCCC2)cc1)c1ccccc1 | 3 | -1 | . | -0.5 | 0.5 | . | -9 | i | . | 7
CCOC(=O)c1c(N)sc(C(=O)N2CCCCC2)c1C | . | -7 | -6 | 0.1 | . | 14 | -6 | i | 3 | 1
O=C(c1cccc(C(F)(F)F)c1)N1CCOC12CCN(c1ncc(C(F)(F)F)cc1Cl)CC2 | -4 | -21 | -3 | 1.4 | . | 4 | ? | 12 | 3 | 12
CC1CCN(C(=O)C2CCCCN2S(=O)(=O)c2cccc([N+](=O)[O-])c2)CC1 (stereo unspecified) | -8 | 16 | 2 | -0.1 | -0.7 | 3 | 15 | -0.1 | 2 | 4
CCc1cc(-c2nc(N)ncc2-c2ccc(Br)cc2)c(O)cc1OC | -1 | 6 | -9 | 0.5 | 0.8 | 1 | -2 | -0.6 | 2 | -5
NS(=O)(=O)c1ccc(NC(=O)COC(=O)COc2ccc(Br)cc2)cc1 | -9 | -11 | -6 | -1.2 | 1.1 | 19 | -6 | -0.4 | 2 | 9
COc1cc(C2CC(c3cccnc3)=NN2c2ccc(F)cc2)cc(OC)c1OC (stereo unspecified) | 3 | -2 | 0 | -0.1 | 1.6 | 13 | 27 | -0.3 | 1 | 4
CC1Cc2nc(SCC(=O)c3ccccc3)n(Cc3ccccc3)c(=O)c2S1 (stereo unspecified) | -4 | 11 | -6 | 0.1 | -0.3 | -15 | 42 | -0.3 | -1 | -3
CC(=O)Oc1ccccc1C(=O)Nc1ccccc1 | -3 | -4 | 5 | 1.1 | 0.4 | . | 2 | i | . | 5
CCCCN(C(=O)Cc1ccc2c(c1)OCCO2)c1c(N)n(CC(C)C)c(=O)[nH]c1=O | 0 | 1 | . | -0.6 | -0.6 | . | 3 | i | . | -9
CCOc1ncccc1C(=O)Nc1ccccc1F | 1 | -14 | 1 | 1.6 | -0.1 | 10 | 1 | -0.4 | 0 | 10
Cc1nn(CC(=O)OCC(=O)Nc2cccc(S(N)(=O)=O)c2)c(C)c1[N+](=O)[O-] | 0 | 1 | 1 | -1.7 | -0.5 | . | 3 | i | . | 1
CCSc1nnc(-c2ccc(C)cc2)c2ccccc12 | -2 | 6 | 0 | 7.7 | 1.9 | -4 | 46 | -0.3 | 3 | -4
CCc1ccc(CNCCc2ccc(F)cc2)cc1 | -3 | -10 | -8 | 0.1 | 1.2 | 5 | 4 | -0.3 | 1 | -1
Cc1onc(-c2c(Cl)cccc2Cl)c1C(=O)N/N=C(\N)COc1ccc(Cl)cc1 | . | . | 9 | 599* | . | -11 | -4 | -0.3 | 2 | -1
CC(=O)c1c(N2CCN(Cc3ccccc3)CC2)[nH]c(-c2ccccc2)nc1=S | -6 | 1 | -14 | 0.3 | . | 23 | 1 | . | 1 | -3
COc1ccc(OCC(=O)Nc2cc(S(=O)(=O)N3CCCC3)ccc2Cl)cc1 | . | 6 | . | -0.6 | -1.0 | . | 28 | i | . | -5
CCOc1ccccc1/C=C/c1onc(C)c1S(=O)(=O)N1CCC(C(=O)N2CCCCCC2)CC1 | 3 | 10 | -15 | 2.3 | -2.6 | -14 | 22 | i | 1 | 1
O=C(NC1CCCN(Cc2ccc(Cl)cc2)C1)c1c(F)cccc1F (stereo unspecified) | 10 | 1 | 7 | 4.5 | 1.7 | 24 | -2 | i | 2 | 1
COc1ccc(/C=C2\C(=O)NC(=S)N2C(=O)c2ccc(F)cc2)cc1 | 1 | 1 | 3 | -1.5 | . | 3 | -3 | i | -3 | 13
CC(=O)CCC(=O)NC1CCCc2c1cnn2-c1ccc(C(C)(C)C)cc1 (stereo unspecified) | 1 | 3 | -1 | -1.0 | 2.7 | 26 | 30 | -2.0 | -5 | 2
Cn1c(=O)cc(OCCCC(=O)Nc2cccc(Cl)c2)c2ccccc21 | -3 | . | . | . | 0.8 | . | -1 | -0.4 | . | .
CCN(CC)S(=O)(=O)c1cccc(C(=O)Nc2nnc(C)s2)c1 | -4 | -23 | -7 | 0.4 | -1.9 | 4 | -11 | -0.4 | 0 | 20
CC(C)CC(=O)NNC(=O)C(C)C | -2 | -11 | 5 | -1.0 | 4.5 | -3 | -1 | -0.7 | -3 | 0
COc1ccc(Cn2c(C3CC3)nc3ccc(NC(C)=O)cc3c2=O)cc1 | 6 | 0 | -7 | -0.6 | . | 3 | 1 | . | -8 | 4
COc1ccc(N(CC(=O)NCCSC2CCCCC2)S(=O)(=O)c2ccccc2)c(OC)c1 | -2 | . | -13 | -0.5 | -0.3 | 6 | 45 | -0.3 | 2 | .
CCN(CC)S(=O)(=O)c1cccc(NC(=O)Nc2cccc(C(F)(F)F)c2)c1 | -4 | -16 | -450 | 0.6 | . | 12 | 1 | i | 1 | 6
COc1cc(CN2CC(=O)N(c3cccc(Cl)c3C)C2=S)cc(OC)c1OC | 5 | 2 | -26 | 4.1 | 1.4 | 21 | 22 | i | 5 | 8
Cc1ccc(S(=O)(=O)NC(C)C(=O)Nc2ccccc2C(=O)N2CCCC2)cc1 (stereo unspecified) | 2 | -6 | 7 | -0.6 | . | 0 | -3 | i | 0 | -27
COC(=O)CCCCCCCCC(O)C[N+]1(C)CCOCC1 (stereo unspecified) | 0 | -5 | 5 | . | 0.5 | 29 | -1 | i | -3 | 3
O=C(Nc1ccccc1N1CCN(c2ccc(F)cc2)CC1)C12CC3CC(CC(C3)C1)C2 | -5 | 3 | -1 | 0.9 | . | 9 | 7 | -3.2 | -3 | 1
CCCCn1c(=O)c2c(nc3n2CCCN3Cc2ccccc2)n(C)c1=O | -9 | -7 | . | 2.5 | 1.8 | 58* | -1 | -0.9 | 0 | 4
COC(=O)/C=C/C(=O)N1CCN(c2ccccc2C)CC1 | -5 | -7 | -1 | 0.1 | 0.4 | 2 | 3 | -0.8 | 5 | 5
CCC(=O)Nc1ccccc1Nc1cc(C#N)c(C#N)cc1[N+](=O)[O-] | -1 | 6 | 6 | -0.8 | . | 22 | -10 | 0.6 | . | 0
COc1ccccc1NC(=O)CSC(N)=O | -3 | -8 | -4 | -1.0 | . | 36 | -1 | i | -2 | -4
CC(=O)NS(=O)(=O)c1ccc(NC(=O)/C=C/c2ccccc2)cc1 | -6 | 7 | 9 | -0.7 | -0.1 | -3 | 0 | -0.6 | 1 | 1
CC(=O)Nc1nc(C(=O)Nc2c(C)n[nH]c2C)cs1 | -5 | -14 | -8 | 2.2 | . | -4 | 4 | i | 3 | 7
CCOc1ncccc1C(=O)N1CCN(S(=O)(=O)c2ccc3c(c2)OCCO3)CC1 | -3 | -13 | 2 | 1.4 | -0.1 | . | 0 | i | . | 1

Screening data: PubChem, several laboratories

Not all compounds are listed. The share of hits here may be higher or lower than overall.
